Screening results deposited in PubChem BioAssay by several laboratories.
HIF activator: HIF pathway transcriptional activation. U2OS HRE-luciferase reporter, luminescence; normalized: DMSO 0%, desferrioxamine 100%. activation, % at 7.5 µM (by protocol). actives 0.32% (n = 300,000);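 active = mean activation of at least 10% of the iron chelator positive control signal, with at least half of replicates also reaching 10%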
GSK3beta inhib: blocks human GSK3beta kinase activity | activity score (negative = inhibition), % at 10 µM | P49841 | GST-GSK3beta kinase, ADP-Glo luminescence, 60 min; hits give low values | AID 2097 | actives 0.038% (n = 300,000);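 active = more than half of replicate wells score below -50%, meaning over 50% inhibition versus plate controls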;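 also: 0% = median DMSO wells and -100% = median GW8510 positive control wells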
Target sequence (P49841 whole entry, looked up): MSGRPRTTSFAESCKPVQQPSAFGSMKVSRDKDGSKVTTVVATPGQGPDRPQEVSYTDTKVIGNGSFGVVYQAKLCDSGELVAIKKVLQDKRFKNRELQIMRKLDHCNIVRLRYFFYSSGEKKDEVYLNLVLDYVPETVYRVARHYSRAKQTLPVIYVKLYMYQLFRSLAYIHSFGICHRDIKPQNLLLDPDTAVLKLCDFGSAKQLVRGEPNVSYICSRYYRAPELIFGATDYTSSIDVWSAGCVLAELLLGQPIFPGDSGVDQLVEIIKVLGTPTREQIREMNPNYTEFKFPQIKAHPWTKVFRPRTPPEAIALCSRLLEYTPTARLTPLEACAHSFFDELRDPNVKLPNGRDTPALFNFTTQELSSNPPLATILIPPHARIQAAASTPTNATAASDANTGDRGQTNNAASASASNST
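Assay system: GST-fused GSK3beta enzyme, cell-free / Medium: Tris pH 7.5 buffer with MgCl2, DTT, BSA, heparin / Also added: peptide substrate plus 25 µM ATP (final) / Compound: 10 µM single point / Timing: kinase reaction with compound 60 min at room temperature / Detection: ADP-Glo luminescence / Benchmarks: DMSO neutral wells and GW8510 at 20 µM as positive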
HSF1 activator: increases HSF-1 driven luciferase reporter signal | NIH3T3-HGL HSF-1 luciferase reporter, MG132, 8 h; 100% = twice DMSO control signal | activation, % at 9 µM | actives 1.7% (n = 300,000);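 active = mean replicate activation of at least 50% with a set share of replicates each reaching 50%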;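 also: 0% = median of the neutral control wells and 100% = twice that signal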
KLF5 inhibitor: suppresses KLF5 promoter-driven expression | actives 0.23% (n = 290,000) | DLD-1 KLF5 promoter-luciferase reporter, luminescence | inhibition, % at 5 µM;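 active = inhibition above a per-plate limit of that plate's mean compound inhibition plus 3 SD, cut at about 60% in these data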;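 also: 0% = DMSO wells and 100% = LY294002 at 200 µM; higher means less KLF5 promoter-driven luciferase light; inactives centre near -14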
aSyn UTR inh: 5' untranslated region of α-synuclein, MLPCN primary screen | inhibition, % (tested at 7.5 µM) | AID 1813 | alpha-synuclein 5'UTR reporter, inhibitor activity | actives 0.82% (n = 300,000); in the data active = inhibition above about 60%;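 also: H4 neuroglioblastoma cells stably carrying SNCA 5'UTR luciferase fusion; 0% = DMSO wells and 100% = positive control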
HSF1 inh: HSF1 inhibition | actives 0.77% (n = 300,000) | activity change, negative = inhibition, % at 7.5 µM (by protocol) | NIH3T3-HGL HSE-luciferase, MG132-induced, luminescence 8 h; hits give low values;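 active = more than half of replicate wells show activity change below -50%, luminescence cut by over half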;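 also: luciferase reports HSF-1 transcriptional activity via heat shock element; 0% = median of DMSO wells and -100% = zero luminescence signal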
IEC-6 tox: IEC-6 cytotoxicity, counter-screen for KLF5 inhibitors. luminescence viability. AID 1825. actives 0.78% (n = 290,000). inhibition, % at 5 µM; in the data active = inhibition above about 22%;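 also: 0% = plate median of test compound wells and 100% = cytotoxic reference compound wells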
HSP90 refold inh: blocks HSP90-mediated luciferase refolding in reticulocyte lysate | Rabbit reticulocyte lysate, luciferase refolding luminescence, 3 h | inhibition, % at 5.6 µM | actives 0.91% (n = 290,000) | AID 1789;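 active = inhibition above the screen-wide mean plus 3 SD, computed separately per campaign, cut at about 16% in these data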;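 also: 0% = DMSO wells and 100% = 60 µM geldanamycin wells; inhibitors lower the luminescence because luciferase stays unfolded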
AI-2 QS modul: Vibrio harveyi AI-2 quorum sensing modulation; Vibrio harveyi JMH597 AI-2 luminescence/OD600 ratio, 9 h; hits give low values; strain lacks LuxN and CqsS sensors; 0 = neutral-control median; activity change, % at 7.5 µM; actives 0.4% (n = 300,000); AID 2094; in the data active = activity change below about -75%, passing the limit was not always enough;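 also: luminescence divided by OD600 gain over 9 h not by final OD600 alone; inactives centre near 13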
GSK3A inh: blocks human GSK-3 alpha kinase. actives 0.1% (n = 320,000). ADP-Glo luminescence, 60 min. inhibition, % at 10 µM. AID 2650;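 in the data active = inhibition above about 50%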;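 also: GST-tagged GSK-3 alpha with peptide substrate and 25 µM ATP; 0% = DMSO neutral wells and 100% = GW8510 positive control wells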
Target sequence (P49840 whole entry, looked up): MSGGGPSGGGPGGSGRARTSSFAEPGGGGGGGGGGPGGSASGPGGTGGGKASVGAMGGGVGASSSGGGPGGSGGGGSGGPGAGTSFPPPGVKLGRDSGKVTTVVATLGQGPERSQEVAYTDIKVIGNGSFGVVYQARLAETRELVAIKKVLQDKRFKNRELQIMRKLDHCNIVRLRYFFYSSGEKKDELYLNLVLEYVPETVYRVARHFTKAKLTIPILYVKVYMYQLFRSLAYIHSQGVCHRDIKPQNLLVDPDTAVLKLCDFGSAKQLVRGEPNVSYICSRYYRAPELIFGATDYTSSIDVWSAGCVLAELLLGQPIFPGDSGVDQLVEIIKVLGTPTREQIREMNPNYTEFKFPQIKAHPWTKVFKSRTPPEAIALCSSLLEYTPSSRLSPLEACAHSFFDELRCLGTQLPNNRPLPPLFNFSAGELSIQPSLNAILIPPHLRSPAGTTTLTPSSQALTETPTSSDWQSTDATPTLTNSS
The depositor's hits bear a star; & = joins results of further samples.

`Cc1ccc2nc(N/C(=N/S(=O)(=O)c3ccc(F)cc3F)c3ccccc3)sc2c1` gave HIF activator 1.1, GSK3beta inhib 1, HSF1 activator 3, KLF5 inhibitor -58, aSyn UTR inh -108, HSF1 inh -8, IEC-6 tox 22*, HSP90 refold inh 1, AI-2 QS modul 2 and GSK3A inh -3.
`O=C(O)c1ccc(NC2CC(=O)N(Cc3ccccc3)C2=O)cc1` (stereo unspecified) gave HIF activator -1.2, GSK3beta inhib 3, HSF1 activator -7, KLF5 inhibitor -18, aSyn UTR inh -20, HSF1 inh -7, IEC-6 tox 4, HSP90 refold inh -1, AI-2 QS modul 21 and GSK3A inh 4.
`Cc1cccn2c(=O)c3cc(C(=O)N4CCCC(C)C4)sc3nc12` (stereo unspecified) gave HIF activator 2.4, GSK3beta inhib -2, HSF1 activator 32, KLF5 inhibitor -18, aSyn UTR inh -10, HSF1 inh 14, IEC-6 tox 8, HSP90 refold inh -3, AI-2 QS modul 11 and GSK3A inh -1.
Screening Cc1c(Cl)cnc(NC(=O)CSc2nnc(C)n2Cc2ccccc2)c1Cl returned KLF5 inhibitor -23, IEC-6 tox -3, HSP90 refold inh 6 and GSK3A inh -2.
For Cc1nn(Cc2ccccc2)c(C)c1NC(=O)CSc1n[nH]c(C)c1[N+](=O)[O-] the results were HIF activator 0.4, GSK3beta inhib 2, HSF1 activator -6, KLF5 inhibitor 33, aSyn UTR inh 4, HSF1 inh 6, IEC-6 tox 1, HSP90 refold inh 2, AI-2 QS modul 14 and GSK3A inh 0.
For Cc1c(N=NC2=C(O)CC(C)(C)CC2=O)c(=O)n(-c2ccccc2)n1C the results were HIF activator 0.0, GSK3beta inhib 1, HSF1 activator -1, KLF5 inhibitor -14, aSyn UTR inh -4, HSF1 inh -5, IEC-6 tox -1, HSP90 refold inh -3, AI-2 QS modul 17 and GSK3A inh -1.
`Cc1cccc(-c2noc(-c3ccno3)n2)c1` gave HIF activator 2.1, GSK3beta inhib 3, HSF1 activator 20, KLF5 inhibitor -25, aSyn UTR inh -121, HSF1 inh 8, IEC-6 tox -5, HSP90 refold inh 1, AI-2 QS modul 12 and GSK3A inh -1.
Screening COc1ccc(N2CCN(C(c3cccs3)C(C)NC(=O)c3ccco3)CC2)cc1 (stereo unspecified) returned HIF activator -0.1, GSK3beta inhib 8, HSF1 activator 5, KLF5 inhibitor -14, aSyn UTR inh -19, HSF1 inh -4, IEC-6 tox -8, HSP90 refold inh 0, AI-2 QS modul 16 and GSK3A inh -1.
Screening COc1ccc(CNC(=O)C(C)NS(=O)(=O)c2ccc(C)cc2)cc1 (stereo unspecified) returned HIF activator 0.1, GSK3beta inhib 3, HSF1 activator -4, KLF5 inhibitor -13, aSyn UTR inh -8, HSF1 inh -6, IEC-6 tox 3, HSP90 refold inh -4, AI-2 QS modul 5 and GSK3A inh -2.
For COc1cccc(CNC(=O)CSCC(=O)Nc2cc(C)on2)c1 the results were HIF activator 0.1, GSK3beta inhib 0, HSF1 activator 8, aSyn UTR inh 4, HSF1 inh -2, AI-2 QS modul 14 and GSK3A inh 0.
`COc1c(F)c(F)c(C(=O)Nc2ccc(N3CCN(Cc4ccccc4)CC3)cc2)c(F)c1F` gave HIF activator -1.3, GSK3beta inhib -3, HSF1 activator 22, KLF5 inhibitor -14, aSyn UTR inh -23, HSF1 inh 7, IEC-6 tox 2, HSP90 refold inh 6, AI-2 QS modul 7 and GSK3A inh -2.
`Cc1ccc(SCc2ccc(C(=O)Nc3cccnc3)cc2)cc1` gave HIF activator -0.3, GSK3beta inhib 0, HSF1 activator 10, KLF5 inhibitor -82, aSyn UTR inh -11, HSF1 inh 3, IEC-6 tox -3, HSP90 refold inh -4, AI-2 QS modul 10 and GSK3A inh -1.
CC(=O)c1ccc(N2CCC(C(=O)O)CC2)cc1 was read as HIF activator 0.0, GSK3beta inhib 0, HSF1 activator -6, KLF5 inhibitor -24, aSyn UTR inh -2, HSF1 inh -2, IEC-6 tox -2, HSP90 refold inh 0, AI-2 QS modul 27 and GSK3A inh -1.
Screening O=C1COc2ccc(S(=O)(=O)N3CCN(c4cccc(C(F)(F)F)c4)CC3)cc2N1 returned HIF activator 0.3, GSK3beta inhib -5, HSF1 activator 9, KLF5 inhibitor 18, aSyn UTR inh 3, HSF1 inh 10, IEC-6 tox 4, HSP90 refold inh 2, AI-2 QS modul 20 and GSK3A inh 0.
`O=C1NCCc2c1[nH]c1ccccc21` gave HIF activator -0.2, GSK3beta inhib -1, HSF1 activator 7, KLF5 inhibitor 4&-11, aSyn UTR inh 13, HSF1 inh 3, IEC-6 tox -3&1, HSP90 refold inh -1&-3, AI-2 QS modul 25 and GSK3A inh 5.

Brought forward from above: two compounds, followed by the next part.
Screening O=C1COc2ccc(S(=O)(=O)N3CCN(c4cccc(C(F)(F)F)c4)CC3)cc2N1 returned HIF activator 0.3, GSK3beta inhib -5, HSF1 activator 9, KLF5 inhibitor 18, aSyn UTR inh 3, HSF1 inh 10, IEC-6 tox 4, HSP90 refold inh 2, AI-2 QS modul 20 and GSK3A inh 0.
`O=C1NCCc2c1[nH]c1ccccc21` gave HIF activator -0.2, GSK3beta inhib -1, HSF1 activator 7, KLF5 inhibitor 4&-11, aSyn UTR inh 13, HSF1 inh 3, IEC-6 tox -3&1, HSP90 refold inh -1&-3, AI-2 QS modul 25 and GSK3A inh 5.
N=C1C(c2ccccc2)=C(O)CN1c1cccc2ccccc12 was read as HIF activator -0.5, GSK3beta inhib 2, HSF1 activator 3, KLF5 inhibitor -18, aSyn UTR inh 27, HSF1 inh 3, IEC-6 tox 5, HSP90 refold inh 3, AI-2 QS modul 5 and GSK3A inh 1.
`Cc1cc(C)c2[nH]c(=O)c(CN(Cc3ccco3)C(=O)C3CCCO3)cc2c1` (stereo unspecified) gave HIF activator -0.2, GSK3beta inhib 2, HSF1 activator -2, KLF5 inhibitor -10, aSyn UTR inh 24, HSF1 inh 2, IEC-6 tox 4, HSP90 refold inh -2, AI-2 QS modul 12 and GSK3A inh 0.
`Cn1c(N)c(C(=O)COC(=O)COc2ccccc2C#N)c(=O)n(C)c1=O` gave HIF activator 0.7, GSK3beta inhib -6, HSF1 activator -1, KLF5 inhibitor -12, aSyn UTR inh -61, HSF1 inh 0, IEC-6 tox -2, HSP90 refold inh 3, AI-2 QS modul 8 and GSK3A inh -1.
For COc1ccc(NC(=O)CSc2nccn2C)c([N+](=O)[O-])c1 the results were HIF activator 0.6, GSK3beta inhib -1, HSF1 activator 10, KLF5 inhibitor 6, aSyn UTR inh -15, HSF1 inh 2, IEC-6 tox -2, HSP90 refold inh 3, AI-2 QS modul 23 and GSK3A inh 0.
`Cc1ccccc1CN1C[C@@H]2C[C@@H](c3cn(C)nc3-c3ccccc3)N3CCC[C@@]23C1=O` gave HIF activator -0.2, GSK3beta inhib 2, HSF1 activator 14, KLF5 inhibitor -26, aSyn UTR inh 4, HSF1 inh 18, IEC-6 tox -4, HSP90 refold inh 5, AI-2 QS modul 37 and GSK3A inh -2.
`CN(C)S(=O)(=O)c1cccc(NC(=S)N2CCc3ccccc32)c1` gave HIF activator -0.4, GSK3beta inhib -2, HSF1 activator -4, KLF5 inhibitor -20, aSyn UTR inh -42, HSF1 inh -2, IEC-6 tox 3, HSP90 refold inh 2, AI-2 QS modul 7 and GSK3A inh 0.
CS(=O)(=O)N(CC(=O)NCCC1=CCCCC1)C1CCCCC1 was read as HIF activator 0.0, GSK3beta inhib 1, HSF1 activator -4, KLF5 inhibitor -16, aSyn UTR inh 12, HSF1 inh -8, IEC-6 tox -1, HSP90 refold inh -2, AI-2 QS modul 6 and GSK3A inh -1.
`COc1ccc(CN(C)S(=O)(=O)c2nnc(NC(=O)c3ccc(C)cc3)s2)cc1OC` gave HIF activator -0.9, GSK3beta inhib -4, HSF1 activator 14, KLF5 inhibitor 5, aSyn UTR inh -7, HSF1 inh -3, IEC-6 tox 10, HSP90 refold inh -1, AI-2 QS modul 20 and GSK3A inh 2.
For CCSc1nc(-c2ccc(OC)cc2)ccc1C#N the results were HIF activator 0.7, GSK3beta inhib 0, HSF1 activator -12, KLF5 inhibitor -26, aSyn UTR inh 31, HSF1 inh -3, IEC-6 tox 14, HSP90 refold inh 2, AI-2 QS modul 31 and GSK3A inh -1.
Cc1c(NC(=O)C(C)OC(=O)c2ccc(Cl)nc2)c(=O)n(-c2ccccc2)n1C (stereo unspecified) was read as HIF activator -0.3, GSK3beta inhib -2, HSF1 activator 20, KLF5 inhibitor 11, aSyn UTR inh -9, HSF1 inh -7, IEC-6 tox -5, HSP90 refold inh 0, AI-2 QS modul 30 and GSK3A inh -3.
`CCc1ccc(NC(=O)/C(C#N)=C/c2cn(CC(=O)O)c3ccccc23)cc1` gave HIF activator 0.0, GSK3beta inhib 4, HSF1 activator 6, KLF5 inhibitor 5, aSyn UTR inh -33, HSF1 inh -2, IEC-6 tox 8, HSP90 refold inh -3, AI-2 QS modul 28 and GSK3A inh -5.
O=C(O)c1sccc1S(=O)(=O)N1CCN(c2ccc(C(F)(F)F)cn2)CC1 was read as HIF activator 0.5, GSK3beta inhib 1, HSF1 activator -6, KLF5 inhibitor -20, aSyn UTR inh 10, HSF1 inh -5, IEC-6 tox 0, HSP90 refold inh 12, AI-2 QS modul 24 and GSK3A inh 6.
For CC1(OC(=O)c2ccco2)C(=O)C=C2C=C(c3ccsc3)OC=C2C1=O (stereo unspecified) the results were HIF activator 0.2, GSK3beta inhib -3, HSF1 activator 7, aSyn UTR inh 9, HSF1 inh 2, AI-2 QS modul 7 and GSK3A inh 1.
CN1C(=O)C(O)(CC(=O)c2ccc(F)cc2)c2cc(Br)ccc21 (stereo unspecified) was read as GSK3beta inhib 2, HSF1 activator 1, KLF5 inhibitor -20, aSyn UTR inh -58, HSF1 inh 2, IEC-6 tox 9, HSP90 refold inh -6, AI-2 QS modul 20 and GSK3A inh -2.
For Cc1ccc(CN(C)C(=O)C2CCC(=O)N(CCc3ccccc3)C2)o1 (stereo unspecified) the results were HIF activator 1.5, GSK3beta inhib -1, HSF1 activator 195*, KLF5 inhibitor -13, aSyn UTR inh -34, HSF1 inh 114, IEC-6 tox -2, HSP90 refold inh 1 and AI-2 QS modul 13.
For Cc1cccc2nc(CSc3nnc4ccccn34)cn12 the results were HIF activator 1.4, GSK3beta inhib -5, HSF1 activator 31, KLF5 inhibitor -115, aSyn UTR inh -42, HSF1 inh 12, IEC-6 tox 6, HSP90 refold inh 8 and AI-2 QS modul 10.
`CC(NC(=O)C1CCN(S(=O)(=O)c2cc([N+](=O)[O-])ccc2Cl)CC1)c1ccccc1` (stereo unspecified) gave HIF activator 0.2, GSK3beta inhib 1, HSF1 activator -7, KLF5 inhibitor -42, aSyn UTR inh -18, HSF1 inh -4, IEC-6 tox -3, HSP90 refold inh 0, AI-2 QS modul 10 and GSK3A inh -1.
Screening N/C(=N\OC(=O)CCCc1ccccc1)c1ccccn1 returned HIF activator 1.1, GSK3beta inhib -2, HSF1 activator 30, KLF5 inhibitor -30, aSyn UTR inh -69, HSF1 inh 10, IEC-6 tox 0, HSP90 refold inh -1, AI-2 QS modul 23 and GSK3A inh -1.
